# Screening data as filed in PubChem.
# MC4R antagonist = antagonists of human melanocortin 4 receptor (MC4R); P32245; inhibition, % at 6.5 µM; 360,000 tested, 0.48% active; MC4R-expressing cells, MTII-stimulated cAMP, LANCE TR-FRET;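 active means inhibition above its plate's cutoff, the mean of tested wells on that plate plus 3 SD, cut at about 29% in these data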;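 further: 0% = Melanotan II alone and 100% = Melanotan II plus saturating MCL0020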
# Target sequence (P32245 whole entry, looked up): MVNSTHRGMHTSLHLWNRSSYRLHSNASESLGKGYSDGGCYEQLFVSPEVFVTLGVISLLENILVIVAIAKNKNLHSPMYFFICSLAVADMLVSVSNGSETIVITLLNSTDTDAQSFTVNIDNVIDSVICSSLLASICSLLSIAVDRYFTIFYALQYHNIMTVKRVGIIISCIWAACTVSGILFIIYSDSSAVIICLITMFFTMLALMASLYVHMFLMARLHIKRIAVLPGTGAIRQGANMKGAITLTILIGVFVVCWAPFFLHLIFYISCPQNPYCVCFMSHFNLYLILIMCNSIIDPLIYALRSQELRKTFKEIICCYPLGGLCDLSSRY
#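 Material: U2OS-MC4R stable cell line | Reagent: Melanotan II challenge after compound preincubation | Doses: One concentration, 6.5 µM nominal | Incubation: 30-min compound preincubation, 1-h Melanotan II challenge, 1-h detection, room temperature | Signal: TR-FRET cAMP assay | Replicates: One well per compound, no replicates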
# Granule exo inh = lytic granule exocytosis inhibition; AID 651702; TALL-104 LAMP-1 surface exposure, flow cytometry; cells stimulated with thapsigargin and PMA; inhibition, % at 10 µM; 360,000 tested, 0.66% active;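 active means inhibition above about 55%, limit read from the data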
# m5-HT2A agonist = agonists of mouse serotonin 5-HT2A receptor (HTR2A) | P35363 | CHO-K1 mHTR2A beta-arrestin complementation, luminescence; percent of 30 µM serotonin response | activation, % at 7.6 µM | 360,000 tested, 0.66% active;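 active means activation above a run cutoff, the mean activation of all tested compounds plus 3 SD, cut at about 14% in these data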;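 further: 0% = plate median of compound wells and 100% = 30 µM serotonin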
# ABHD5 PLIN5 PPI = inhibitors of human ABHD5-perilipin-5 interaction; Q00G26+Q8WTS1; 360,000 tested, 0.78% active; AID 602281; Split G. princeps luciferase complementation, luminescence, 4 h; inhibition, % at 4 µM;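 active means inhibition above the mean inhibition across every tested compound plus 3 SD, cut at about 22% in these data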;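 further: 0% = DMSO only wells and the 100% control is not disclosed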
# MC4R ag barr = activates human MC4R beta-arrestin recruitment; U2OS MC4R beta-arrestin complementation, luminescence; percent of melanotan II response, DMSO zero; AID 540308; P32245; activation, % at 8.9 µM; 360,000 tested, 0.98% active;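 active means activation above a per-plate cutoff, the mean activation of sample wells on that plate plus 3 SD, cut at about 8% in these data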
# CaV13 ICDI inh = Disruptors of the CACNA1D IQ motif to Ca2+-dependent inactivation inhibitor domain association, primary screening, Förster resonance energy transfer in intact living …; HEK cells, CFP/YFP FRET ICDI-IQ, plate reader, 10 min; percent FRET-ratio fall versus neutral wells; inhibition, % at 12.3 µM; 340,000 tested, 0.098% active; AID 743397;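 active means mean replicate inhibition of at least 30% and at least 1% of replicates passing that level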;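 further: 0% = median of the neutral control wells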
# ABCB6 inh 2 = blocks the human ABCB6 transporter; Q9NP58; K562-ABCB6 porphyrin accumulation, flow cytometry, 1 h; stronger effect = lower value; fluorescence ratio to DMSO, % at 10 µM; 360,000 tested, 0.19% active;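 active means fluorescence ratio to DMSO below 75%, the collection mean minus 3 SD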;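 further: signal is porphyrin accumulated inside mitochondria; 100% equals median channel fluorescence of DMSO control wells; lower ratio means ABCB6 inhibition with less porphyrin fluorescence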
# Cardio protect = modulators protecting cardiomyocytes from myocardial damage; H9c2 cardiomyocytes, H2O2 injury protection, ATPLite, 2 h; protection from H2O2 cell death, % at 20 µM; 360,000 tested, 0.63% active;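 active means compounds giving at least 50% protection of heart cells from peroxide-induced death in the single-dose screen, raw or plate-pattern-corrected value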;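 further: 0% = DMSO wells with peroxide and 100% = DMSO wells without peroxide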
# PDI turbidity = blocks human protein disulfide isomerase activity. P07237. PDI insulin aggregation turbidity, A650, 90 min. inhibition, % at 10 µM. 350,000 tested, 0.052% active;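 active means mean inhibition across replicates of 30% or more, whatever share of single replicates reach that level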;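 further: absorbance from insulin aggregation driven by PDI reduction with DTT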
# Target sequence (P07237 whole entry, looked up): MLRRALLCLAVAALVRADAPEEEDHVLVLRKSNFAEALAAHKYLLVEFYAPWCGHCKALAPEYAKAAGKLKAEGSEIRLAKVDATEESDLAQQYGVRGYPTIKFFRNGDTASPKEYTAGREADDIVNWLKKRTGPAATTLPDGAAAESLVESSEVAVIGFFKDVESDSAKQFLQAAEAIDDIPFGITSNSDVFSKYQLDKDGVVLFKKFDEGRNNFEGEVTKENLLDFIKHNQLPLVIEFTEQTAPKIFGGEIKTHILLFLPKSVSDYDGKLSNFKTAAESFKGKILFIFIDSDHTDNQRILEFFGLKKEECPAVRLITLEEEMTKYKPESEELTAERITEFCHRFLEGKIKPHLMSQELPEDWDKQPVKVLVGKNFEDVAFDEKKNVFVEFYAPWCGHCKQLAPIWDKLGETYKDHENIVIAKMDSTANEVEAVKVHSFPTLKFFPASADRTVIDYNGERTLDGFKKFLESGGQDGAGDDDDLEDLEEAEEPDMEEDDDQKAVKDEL
# Glyco luc inh = blocks N-linked glycosylation in D54 reporter cells | reporter increase, % at 12.5 µM | AID 588692 | D54 ERlucT glycosylation luciferase reporter, 24 h; percent of 100 nM tunicamycin response | 360,000 tested, 0.23% active;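 active means mean luciferase reporter signal, scaled so untreated is 0 and the glycosylation-blocking control 100, at or above a set limit in every replicate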;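 further: luciferase carries N-glycosylation sites so blocking glycosylation raises the light; 0% = median of neutral control wells and 100% = median of 100 nM tunicamycin wells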
# An asterisk follows results filed as active; . = no result given.
1) Cc1nc(N2CCOCC2)c2c(C)c(C(=O)Nc3ccccc3Cl)sc2n1
2) COc1ccc(-c2cc3c(=O)n(CC(=O)N4CCN(C)CC4)ncn3n2)cc1
3) O=C(CC1C(=O)NCCN1Cc1cccc(F)c1)NCCCOc1cccnc1 (centres undefined)
4) CC(=O)c1ccc(OCCCC(=O)OCC(=O)Nc2ccc3[nH]c(=O)[nH]c3c2)cc1
5) Cc1onc(-c2ccccc2Cl)c1C(=O)NC(C)c1ccccc1 (centres undefined)
6) O=C1C(Cc2ccc(Br)cc2)SC(=Nc2ccccc2)N1c1ccccc1 (centres undefined)
Compound	1	2	3	4	5	6
MC4R antagonist	10	-2	5	5	3	6
Granule exo inh	-4	-1	-3	1	9	-8
m5-HT2A agonist	-2	7	1	-4	7	-9
ABHD5 PLIN5 PPI	-3	0	2	7	3	-10
MC4R ag barr	-2.1	-0.1	-1.9	-3.6	-0.4	1.8
CaV13 ICDI inh	-2	-3	-7	-6	-3	-4
ABCB6 inh 2	93	98	95	100	94	91
Cardio protect	6	-34	1	2	2	-7
PDI turbidity	13	.	1	-10	-6	-5
Glyco luc inh	-1	-1	0	1	-2	-6

7) NC(=O)CC(NC(=O)Cc1cccc2ccccc12)c1ccc(NC2CCCC2)c([N+](=O)[O-])c1 (centres undefined)
8) Cc1cc(Cl)cc(C)c1OCCn1ccnc1
9) COC(=O)c1cc(-c2c(C)oc3cc(O)ccc3c2=O)c(C)o1
10) CC1CCC(NC(=O)COc2ccccc2C(N)=O)CC1 (centres undefined)
11) O=C(COc1ccccc1[N+](=O)[O-])N/N=C/c1ccc(O)c([N+](=O)[O-])c1
12) OC1COC(O)C(O)C1O (centres undefined)
Compound	7	8	9	10	11	12
MC4R antagonist	4	5	11	2	0	1
Granule exo inh	-6	-8	-2	-2	-2	-7
m5-HT2A agonist	10	7	0	0	-1	9
ABHD5 PLIN5 PPI	4	-5	1	5	-3	8
MC4R ag barr	-1.8	-1.0	-0.2	-0.9	-1.9	-0.2
CaV13 ICDI inh	-10	-18	.	.	4	-6
ABCB6 inh 2	100	95	99	105	99	93
Cardio protect	-4	-2	2	28	-5	5
PDI turbidity	-1	-6	1	-1	-5	7
Glyco luc inh	0	-3	0	2	0	2

13) O=C1CC/C=C\C[C@@H](CC(=O)N(CCO)Cc2ccccc2)C(=O)N[C@H](Cc2ccccc2)CO1
14) COc1ccc(CSc2nc3nc(C)cc(C)n3n2)cc1F
15) O=C(CCNS(=O)(=O)c1ccc(OC(F)(F)F)cc1)NC1CC1
16) C/C=C/c1cccc(-c2nc(C(=O)NC3CCC3)cc3c2[C@@H](CCO)N(S(=O)C(C)(C)C)C3)c1 (some centres undefined)
17) O=C(CSc1ccc(F)cc1)Nc1nnc(-c2ccco2)o1
18) Cc1ccc(C(=O)c2ccccc2C(=O)OCC(=O)NCC2CCCO2)cc1 (centres undefined)
Compound	13	14	15	16	17	18
MC4R antagonist	9	-3	1	.	9	-7
Granule exo inh	81*	0	-2	0	6	-2
m5-HT2A agonist	9	1	0	3	6	-4
ABHD5 PLIN5 PPI	0	-2	0	6	-10	8
MC4R ag barr	0.9	-0.2	-1.8	.	1.0	0.7
CaV13 ICDI inh	-3	-20	-6	-11	-7	-3
ABCB6 inh 2	102	98	95	117	102	97
Cardio protect	4	-4	6	2	4	-1
PDI turbidity	1	6	17	.	6	0
Glyco luc inh	2	2	-1	1	1	-1

19) CCOC(=O)c1cnn(-c2cccc(Cl)c2)c1N
20) COc1ccc(OC)c(NC(=O)CCN2C(=O)c3cccc([N+](=O)[O-])c3C2=O)c1
21) C[C@@H]1CN([C@@H](C)CO)C(=O)c2cc(NC(=O)Nc3cccc4ccccc34)ccc2O[C@@H](C)CCCCO[C@H]1CN(C)C(=O)c1ccccc1
22) CCOc1cccc(Nc2ccc([N+](=O)[O-])cn2)c1
23) CC(=O)NCCC1CCCCN1C(=O)c1cc(COc2cc(C)ccc2C)on1 (centres undefined)
24) CCOC(=O)C1C(C(=O)OCC)C1(c1ccccc1)c1ccccc1 (centres undefined)
Compound	19	20	21	22	23	24
MC4R antagonist	-1	41*	1	-7	-2	0
Granule exo inh	6	1	-13	-4	-2	-14
m5-HT2A agonist	1	-5	6	-3	2	0
ABHD5 PLIN5 PPI	7	2	1	-6	-3	-4
MC4R ag barr	-1.7	-1.4	-0.6	-0.9	0.5	0.9
CaV13 ICDI inh	-4	-21	-2	-23	-13	.
ABCB6 inh 2	98	99	98	95	104	99
Cardio protect	-4	-1	-10	-2	0	-4
PDI turbidity	7	3	-3	0	0	-3
Glyco luc inh	0	0	-5	-3	-1	-3

25) O=C(CNC(=S)N(CCCN1CCOCC1)Cc1cccs1)N1CCCCCC1
26) O=C(O)COc1ccccc1/C=N/NC(=O)CSc1nc2ccccc2n1Cc1ccccc1
27) NC(=O)c1cc2ccccc2o/c1=N\NC(=O)c1ccccc1O
28) Cc1cccc(-c2cccc(NC(=O)C3CCCN(C(=O)c4ocnc4C)C3)c2)c1 (centres undefined)
29) CCOC(=O)c1sc(NC(=O)CCCn2nc([N+](=O)[O-])c(Cl)c2C)c(C(=O)OCC)c1C
30) CCOC(=O)c1sc(=S)n(-c2ccc(OC)cc2)c1N
Compound	25	26	27	28	29	30
MC4R antagonist	-5	10	-3	5	11	-1
Granule exo inh	-2	2	7	-13	0	-5
m5-HT2A agonist	-2	-5	2	-9	0	-2
ABHD5 PLIN5 PPI	4	-4	6	3	11	-5
MC4R ag barr	-0.4	-0.6	-2.4	-1.4	0.4	1.2
CaV13 ICDI inh	-3	-5	-6	-5	-5	-5
ABCB6 inh 2	92	95	100	108	91	102
Cardio protect	1	5	15	2	0	2
PDI turbidity	-4	-2	2	0	6	-1
Glyco luc inh	1	-1	2	2	-3	-1

31) CCOC(=O)c1nn(-c2cccc(C)c2)c2nnc(Cc3ccc(C)cc3)c(=O)n12
32) Cc1cc(Br)ccc1NC(=O)CN(C)C(=O)C1CSC2(C)CCC(=O)N12 (centres undefined)
33) NC(=O)c1cc(Cc2ccccc2)sc1NC(=O)c1ccco1
34) CC1(C)c2cc(Cl)ccc2-n2c1cc(O)c(-c1ccccc1)c2=O
35) CCCNC(=S)N1CCC(NC(=O)c2cccc(C)c2)CC1
36) COc1ccc2c(c1)CCC1(C)CC(=O)C(Br)=C21 (centres undefined)
Compound	31	32	33	34	35	36
MC4R antagonist	7	3	2	7	-3	40*
Granule exo inh	1	2	45	-2	2	3
m5-HT2A agonist	7	2	0	1	5	0
ABHD5 PLIN5 PPI	-5	5	1	4	3	1
MC4R ag barr	-0.2	-0.9	-0.4	-0.3	0.1	-0.4
CaV13 ICDI inh	-2	-5	-8	-12	-2	-10
ABCB6 inh 2	86	97	86	97	107	100
Cardio protect	-2	3	-6	3	1	-1
PDI turbidity	10	-3	1	-4	-2	3
Glyco luc inh	1	1	-2	-1	1	-1

37) O=C(CNCc1ccccc1Cl)Nc1ccc(C(=O)N2CCCCC2)cc1
38) CCCc1[nH]nc2c1C(C1CCCCC1)C(C#N)=C(N)O2 (centres undefined)
39) CN(C)S(=O)(=O)c1ccc(C(=O)Nc2cccc(C(=O)N3CCOCC3)c2)cc1
40) Cc1cc(C)nc(SC2CC(=O)N(c3ccc(Cl)cc3)C2=O)n1 (centres undefined)
41) O=C(/C=C/c1cccs1)Nc1nc(-c2ccccc2)cs1
42) CCCCNC(=O)c1onc(CSc2cccc(F)c2)c1C(=O)O
Compound	37	38	39	40	41	42
MC4R antagonist	7	9	19	-2	-4	9
Granule exo inh	-13	1	-4	11	33	4
m5-HT2A agonist	4	-7	-1	-3	-13	2
ABHD5 PLIN5 PPI	11	1	3	-2	-2	8
MC4R ag barr	0.5	3.1	-2.9	-0.5	-1.6	-0.1
CaV13 ICDI inh	-7	-8	-8	-4	-8	-12
ABCB6 inh 2	97	98	104	97	95	96
Cardio protect	-11	11	-4	2	5	-4
PDI turbidity	1	2	-3	5	2	-11
Glyco luc inh	-2	2	1	2	0	2

43) CCn1c(CCc2ccccc2)n[nH]c1=S
44) C#Cc1ccc([C@@H]2C=C(C(=O)O)O[C@H](OCc3ccc(CO)cc3)C2)cc1
45) Cc1cc2ccccc2n1CCC(=O)O
46) Cc1ccc(OCC(=O)N2CCCC(CO)(CCOc3ccccc3)C2)cc1 (centres undefined)
47) COc1ccc(N(CCCN2C(=O)c3cccc4cccc(c34)C2=O)C(=O)c2cccnc2)cc1
48) COC(=O)CSc1nnc(-c2ccco2)n1-c1ccc(C)cc1
Compound	43	44	45	46	47	48
MC4R antagonist	-3	1	13	-1	-25	3
Granule exo inh	-1	11	0	-1	-2	-1
m5-HT2A agonist	4	0	2	7	0	0
ABHD5 PLIN5 PPI	2	-1	4	-4	0	5
MC4R ag barr	-2.0	0.6	-1.0	-2.0	11*	-0.7
CaV13 ICDI inh	-1	-4	-14	-5	-5	-7
ABCB6 inh 2	96	93	91	95	104	90
Cardio protect	3	3	1	-4	22	11
PDI turbidity	-1	13	12	16	-2	6
Glyco luc inh	-2	2	1	-1	-2	2

49) COc1ccc(Nc2cc(C(=O)NCCCN3CCN(C)CC3)c3ccccc3n2)cc1OC
50) CN(C)c1ccc(CN(C(=O)c2ccco2)C2CCS(=O)(=O)C2)cc1 (centres undefined)
51) O=C(c1ccc(Br)cc1)N(Cc1nc2ccccc2c(=O)[nH]1)C1CCCC1
52) COc1ccccc1NC(=O)C(C)N(C)Cc1ccc(Cl)s1 (centres undefined)
Compound	49	50	51	52
MC4R antagonist	0	16	-1	14
Granule exo inh	-3	0	2	58*
m5-HT2A agonist	-5	2	-1	-1
ABHD5 PLIN5 PPI	2	3	1	-11
MC4R ag barr	-1.0	-1.4	1.5	2.4
CaV13 ICDI inh	-5	-4	-4	-5
ABCB6 inh 2	95	88	96	100
Cardio protect	3	7	-16	-2
PDI turbidity	7	-11	5	-8
Glyco luc inh	-4	2	1	-2

# Of the compounds above, 6 contain an aryl thioether with sulfur outside any ring.
14) COc1ccc(CSc2nc3nc(C)cc(C)n3n2)cc1F
17) O=C(CSc1ccc(F)cc1)Nc1nnc(-c2ccco2)o1
26) O=C(O)COc1ccccc1/C=N/NC(=O)CSc1nc2ccccc2n1Cc1ccccc1
40) Cc1cc(C)nc(SC2CC(=O)N(c3ccc(Cl)cc3)C2=O)n1 (centres undefined)
42) CCCCNC(=O)c1onc(CSc2cccc(F)c2)c1C(=O)O
48) COC(=O)CSc1nnc(-c2ccco2)n1-c1ccc(C)cc1
Compound	14	17	26	40	42	48
MC4R antagonist	-3	9	10	-2	9	3
Granule exo inh	0	6	2	11	4	-1
m5-HT2A agonist	1	6	-5	-3	2	0
ABHD5 PLIN5 PPI	-2	-10	-4	-2	8	5
MC4R ag barr	-0.2	1.0	-0.6	-0.5	-0.1	-0.7
CaV13 ICDI inh	-20	-7	-5	-4	-12	-7
ABCB6 inh 2	98	102	95	97	96	90
Cardio protect	-4	4	5	2	-4	11
PDI turbidity	6	6	-2	5	-11	6
Glyco luc inh	2	1	-1	2	2	2
